# Granule exo inh – blocks lytic granule exocytosis; AID 651702; hit rate 0.66% among 360,000; TALL-104 LAMP-1 surface exposure, flow cytometry; cells stimulated with thapsigargin and PMA; inhibition, % at 10 µM;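 active = inhibition above about 55%, limit read from the data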
# ABCB6 inh MLPCN – inhibitors of human ABC transporter ABCB6. hit rate 0.19% among 360,000. K562-ABCB6 porphyrin accumulation, flow cytometry, 1 h; stronger effect = lower value. Q9NP58. fluorescence ratio to DMSO, % at 10 µM;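 active = fluorescence ratio to DMSO below 75%, the collection mean minus 3 SD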;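 also: signal is porphyrin accumulated inside mitochondria; 100% equals median channel fluorescence of DMSO control wells; lower ratio means ABCB6 inhibition with less porphyrin fluorescence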
# H9c2 protect – modulators protecting cardiomyocytes from myocardial damage. H9c2 cardiomyocytes, H2O2 injury protection, ATPLite, 2 h. AID 588492. hit rate 0.63% among 360,000. protection from H2O2 cell death, % at 20 µM;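 active = compounds giving at least 50% protection of heart cells from peroxide-induced death in the single-dose screen, raw or plate-pattern-corrected value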;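 also: 0% = DMSO wells with peroxide and 100% = DMSO wells without peroxide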
# aDG glyco act – alpha-DG glycosylation activation; hit rate 0.22% among 360,000; activation, % at 10 µM; Pro5-aDG cells, alpha-DG glycosylation AlphaScreen (IIH6); 0% Pro5, 100% B10-LARGE cell signal; AID 624168;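 active = activation of at least 8% versus controls, or a plate z-score of at least 8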;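 also: Pro5 are CHO cells carrying HIG-tagged alpha-DG that lacks glycosylation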
# m5-HT2A agonist – mouse HTR2A agonism via beta-arrestin recruitment | hit rate 0.66% among 360,000 | CHO-K1 mHTR2A beta-arrestin complementation, luminescence; percent of 30 µM serotonin response | activation, % at 7.6 µM;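 active = activation above a run cutoff, the mean activation of all tested compounds plus 3 SD, cut at about 14% in these data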;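 also: 0% = plate median of compound wells and 100% = 30 µM serotonin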
# Target sequence (P35363 whole entry, looked up): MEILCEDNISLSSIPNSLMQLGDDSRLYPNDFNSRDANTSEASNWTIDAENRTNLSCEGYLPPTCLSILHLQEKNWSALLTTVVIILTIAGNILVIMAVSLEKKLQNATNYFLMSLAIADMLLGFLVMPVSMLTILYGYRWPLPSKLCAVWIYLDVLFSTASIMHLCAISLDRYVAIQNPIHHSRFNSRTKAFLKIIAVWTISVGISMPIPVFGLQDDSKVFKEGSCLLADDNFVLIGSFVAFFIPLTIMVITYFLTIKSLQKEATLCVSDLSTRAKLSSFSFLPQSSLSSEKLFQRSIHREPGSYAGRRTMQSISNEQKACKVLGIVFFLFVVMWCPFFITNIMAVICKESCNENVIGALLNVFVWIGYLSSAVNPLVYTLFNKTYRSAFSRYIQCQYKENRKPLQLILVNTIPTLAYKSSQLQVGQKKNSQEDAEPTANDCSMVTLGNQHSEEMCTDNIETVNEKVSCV
# MC4R ag barr – agonists of human melanocortin 4 receptor (MC4R) beta-arrestin | P32245 | U2OS MC4R beta-arrestin complementation, luminescence; percent of melanotan II response, DMSO zero | activation, % at 8.9 µM | hit rate 0.98% among 360,000 | AID 540308;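 active = activation above a per-plate cutoff, the mean activation of sample wells on that plate plus 3 SD, cut at about 8% in these data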
# Target sequence (P32245 whole entry, looked up): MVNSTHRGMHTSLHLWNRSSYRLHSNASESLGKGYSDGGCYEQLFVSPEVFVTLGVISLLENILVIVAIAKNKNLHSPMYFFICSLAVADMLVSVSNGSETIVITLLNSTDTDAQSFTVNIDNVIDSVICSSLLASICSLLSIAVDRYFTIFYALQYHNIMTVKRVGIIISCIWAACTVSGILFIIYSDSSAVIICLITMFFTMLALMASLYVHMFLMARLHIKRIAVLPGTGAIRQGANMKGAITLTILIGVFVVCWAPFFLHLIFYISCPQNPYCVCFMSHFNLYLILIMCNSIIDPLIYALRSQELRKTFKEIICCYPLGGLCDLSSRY
# ABHD5-PLIN5 inh – inhibitors of human ABHD5-perilipin-5 interaction; Q00G26+Q8WTS1; inhibition, % at 4 µM; Split G. princeps luciferase complementation, luminescence, 4 h; hit rate 0.78% among 360,000;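 active = inhibition above the mean inhibition across every tested compound plus 3 SD, cut at about 22% in these data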;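 also: 0% = DMSO only wells and the 100% control is not disclosed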
# iPSC survival up – increases survival of single human iPS cells; hiPSC single-cell survival, ATPlite luminescence; 100% = ROCK inhibitor wells, 0% = DMSO; survival enhancement, % at 20 µM; AID 602274; hit rate 0.044% among 360,000; in the data active = survival enhancement above about 18%;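 also: cells exposed to compounds for 16 hours before the ATP read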
# N-glyco inh – N-linked glycosylation inhibition; D54 ERlucT glycosylation luciferase reporter, 24 h; percent of 100 nM tunicamycin response; reporter increase, % at 12.5 µM; hit rate 0.23% among 360,000;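 active = mean luciferase reporter signal, scaled so untreated is 0 and the glycosylation-blocking control 100, at or above a set limit in every replicate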;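 also: luciferase carries N-glycosylation sites so blocking glycosylation raises the light; 0% = median of neutral control wells and 100% = median of 100 nM tunicamycin wells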
# MC4R antag cAMP – antagonists of human melanocortin 4 receptor (MC4R) | inhibition, % at 6.5 µM | MC4R-expressing cells, MTII-stimulated cAMP, LANCE TR-FRET | hit rate 0.48% among 360,000 | P32245;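 active = inhibition above its plate's cutoff, the mean of tested wells on that plate plus 3 SD, cut at about 29% in these data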;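 also: 0% = Melanotan II alone and 100% = Melanotan II plus saturating MCL0020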
#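 Test system: U2OS cells stably expressing human melanocortin 4 receptor (MC4R); also added: Melanotan II challenge; compound: 6.5 µM single dose; timing: 30-min compound preincubation, 1-h Melanotan II challenge, 1-h detection, room temperature; signal: Eu-cAMP/anti-cAMP TR-FRET, emission 671 nm; repeats: one well per compound, no replicates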
# * marks the source's active call; other numbers are inactive results; · = not tested or not shown.
SMILES,Granule exo inh,ABCB6 inh MLPCN,H9c2 protect,aDG glyco act,m5-HT2A agonist,MC4R ag barr,ABHD5-PLIN5 inh,iPSC survival up,N-glyco inh,MC4R antag cAMP
O=C(CSCc1ccccc1)Nc1ccc(S(=O)(=O)Nc2ncccn2)cc1,-1.7,99.0,3.7,-0.1,-0.8,1.9,5.2,0.0,1.3,10.3
O=C(O)C(Cc1c[nH]c2ccccc12)N1CCS(=O)(=O)CC1 (stereo not drawn),-1.5,101.0,0.9,-0.4,-0.3,-1.4,-3.7,1.3,-0.9,2.7
CN(C(=O)CSc1nnc(-c2ccc(OC(F)F)cc2)n1N)C1CCS(=O)(=O)C1 (stereo not drawn),3.3,98.0,5.0,0.1,-0.8,0.5,2.2,0.2,1.1,5.8
NC(=O)NC(=O)CC1S/C(=N/N=C/c2ccccc2)NC1=O (stereo not drawn),-3.7,95.0,0.7,-0.3,1.9,4.5,8.4,0.6,1.3,0.3
O=C(CSc1nnc(NC(=O)c2c(F)cccc2F)s1)NCc1ccco1,-4.7,94.0,2.7,0.2,2.3,-1.7,6.4,-0.4,-1.0,-3.2
O=C(C#Cc1ccccc1)c1ccco1,-10.0,97.0,-13.2,-0.2,9.8,-2.4,38.9*,1.8,-17.7,-2.1
Cc1ccc(C(=O)CC(=O)c2cccc(F)c2)c(O)c1,0.5,99.0,6.8,1.0,-5.4,-1.5,-2.3,-1.9,4.1,0.1
COc1c(Br)cc([N+](=O)[O-])c(OC)c1C(=O)NC(=O)Nc1nc(C)cc(C)n1,-1.4,99.0,2.3,0.1,3.1,-0.6,-9.2,1.3,1.0,-3.3
CCc1cccc(C)c1NC(=O)CCCN1C(=O)NC(C)(C)C1=O,0.4,98.0,-2.9,0.3,4.7,-0.1,1.1,0.1,0.4,5.7
CCCc1nc(N)c(C#N)c(N)c1C#N,-2.4,99.0,-7.4,-0.1,5.8,0.4,4.3,-1.2,0.7,-0.9

# 3 compounds from above, ordered by the value under ABHD5-PLIN5 inh, largest number first.
SMILES | ABHD5-PLIN5 inh
NC(=O)NC(=O)CC1S/C(=N/N=C/c2ccccc2)NC1=O (stereo not drawn) | 8.4
O=C(CSCc1ccccc1)Nc1ccc(S(=O)(=O)Nc2ncccn2)cc1 | 5.2
CN(C(=O)CSc1nnc(-c2ccc(OC(F)F)cc2)n1N)C1CCS(=O)(=O)C1 (stereo not drawn) | 2.2

# Records above that bear a hit mark in ABHD5-PLIN5 inh:
SMILES	Granule exo inh	ABCB6 inh MLPCN	aDG glyco act	m5-HT2A agonist	MC4R ag barr	ABHD5-PLIN5 inh	N-glyco inh	MC4R antag cAMP
O=C(C#Cc1ccccc1)c1ccco1	-10.0	97.0	-0.2	9.8	-2.4	38.9*	-17.7	-2.1

# Continued.
SMILES,Granule exo inh,ABCB6 inh MLPCN,H9c2 protect,aDG glyco act,m5-HT2A agonist,MC4R ag barr,ABHD5-PLIN5 inh,iPSC survival up,N-glyco inh,MC4R antag cAMP
COCC(=O)Nc1ccccc1C#N,-2.8,96.0,3.8,0.0,-0.2,-0.5,-0.3,1.8,·,1.4
O=C(COc1ccc(Cl)cc1Cl)N/N=C/C1CC=CCC1 (stereo not drawn),1.7,87.0,-3.5,0.0,3.0,-1.5,-3.9,-0.6,0.1,1.6
Cc1cc(C)n(-c2cc(Oc3ccccc3)ncn2)n1,-4.5,100.0,-5.1,-0.2,5.9,2.0,6.0,-0.7,0.4,5.8
Cc1cc(C(=O)NCC2CCCCC2)ccc1[N+](=O)[O-],2.0,104.0,1.8,-0.1,-5.7,0.0,0.6,-0.6,-2.0,5.1
Cn1c2ccccc2c2cnn(CC(=O)O)c(=O)c21,2.7,99.0,16.8,0.1,-3.1,-1.3,2.7,6.4,3.3,-0.7
Cc1c(C(=O)Nc2ccccn2)sc2nc3n(c(=O)c12)CCC3,-3.4,95.0,0.0,-0.2,-2.8,-2.7,13.5,0.1,-9.5,6.1
CCCS(=O)(=O)c1nc(S(=O)(=O)c2ccc(C)cc2)c(N2CCN(CC)CC2)s1,-1.0,94.0,3.2,0.4,-10.6,-2.0,5.0,-0.3,-9.0,-4.8
O=S1(=O)CC(N2CCCC2)CN1Cc1cn(Cc2cccc(Cl)c2)nn1 (stereo not drawn),-0.7,98.0,·,-0.1,-3.3,·,-5.1,-0.7,·,·
COC(=O)c1ccc(C(=O)OC)c(NC(=S)N2CCN(c3cc(Cl)ccc3C)CC2)c1,1.6,101.0,8.8,0.2,2.4,1.1,-4.4,0.7,-6.4,-1.5
O=C(NCC(=O)N1CCN(C(=O)c2ccco2)CC1)c1ccc(Br)cc1,0.8,90.0,2.5,-0.2,1.5,-2.5,3.4,-0.6,2.9,4.3
ONC(=Nc1cccc(C(F)(F)F)c1)c1cccnc1,-2.2,101.0,-4.1,-0.1,2.5,0.7,0.4,-0.6,1.7,-10.7
Oc1ccc[n+](/C=C\c2ccccc2)c1,-0.6,98.0,1.9,-0.1,-2.5,0.1,-2.6,0.9,1.0,8.7
O=S(=O)(NC(=NC1CCCCC1)c1ccccc1)c1ccc(F)cc1,-6.4,100.0,1.0,-0.7,2.7,-1.1,6.8,0.2,1.8,14.9
COc1ccc(/C=C/C(=O)Nc2nonc2NC(C)=O)cc1,-4.6,98.0,-6.9,0.0,25.1*,-2.3,2.5,-0.5,0.8,-5.6
O=C(NCN1C(=O)C2C3C=CC(C3)C2C1=O)Nc1ccccc1O (stereo not drawn),4.5,94.0,-2.3,0.0,0.2,1.6,0.6,-0.8,-1.0,21.2
Cc1ccc(S(=O)(=O)c2c(CO)c(-c3ccccc3)nn2C)cc1,-0.2,97.0,-9.9,0.1,-1.0,-0.6,3.8,-1.5,0.7,4.2
O=C(NCc1ccco1)c1noc2c1CCCC2,-0.2,101.0,-1.3,-0.1,1.4,-2.8,7.0,2.0,0.9,-2.1
O=C(CN1CCc2ccccc21)Nc1ccc2c(c1)OCCCO2,-3.8,99.0,-8.1,1.0,3.2,-1.2,3.2,1.5,0.9,2.2
Cc1cc(F)ccc1S(=O)(=O)Nc1ncnc2scc(-c3ccc(F)cc3)c12,-4.2,100.0,-4.1,-0.2,6.5,-0.5,-0.5,-0.7,-0.5,11.2
c1ccc(Cn2nnnc2C(c2cccs2)N2CCCCCC2)cc1 (stereo not drawn),2.3,99.0,-19.4,0.2,-4.6,1.8,-0.5,1.1,-9.3,14.9
O=C(CCc1nnc2ccc(NCc3ccccc3Cl)nn12)NC1CCCC1,-3.6,100.0,4.8,-0.1,-9.5,-1.4,-2.6,-0.3,5.5,-0.3
CCCNC(=O)NC(=O)CSc1nnc(-c2c[nH]c3ccccc23)o1,-3.7,101.0,13.7,0.1,-0.8,-0.3,1.4,0.9,-0.1,-0.8
Cc1cc(F)ccc1S(=O)(=O)N1CCCCC1CCNC(=O)C(=O)NCc1ccccn1 (stereo not drawn),-6.4,98.0,3.9,0.3,4.3,-0.9,3.5,0.6,-2.0,15.8
O=C(CSc1nc2ccccc2c(=O)n1-c1ccc(F)cc1F)Nc1ccc(N2CCOCC2)cc1,8.7,98.0,1.9,-0.3,-6.1,-0.1,2.9,0.3,-3.7,-15.0
O=C(NCc1ccc(Cl)cc1)NCC(F)(F)F,4.0,103.0,-1.9,-0.3,-1.7,0.9,1.5,2.0,1.1,21.0
COc1ccc(C(=O)c2cc3c(cc2[N+](=O)[O-])OCCO3)cc1,0.6,89.0,4.7,-0.1,-1.8,0.4,0.4,-1.9,-0.2,6.4
CCCCC(c1nnnn1C1CCCC1)N1CCN(C(=O)c2ccco2)CC1 (stereo not drawn),-1.9,97.0,23.1,0.0,5.1,-1.2,8.0,-1.0,1.4,0.7
O=c1[nH]c(=O)n(Cc2ccccc2)c2c1CCC2,-0.2,103.0,14.0,-0.1,1.0,-2.4,-10.6,-0.6,1.4,11.4
CN(C)CCCNC(=O)c1cccc(-c2cnc3cccnn23)c1,0.9,101.0,8.1,-0.3,-1.1,1.4,-4.5,10.4,5.1,14.9
O=C(NS(=O)(=O)c1ccc(Cl)cc1)c1ccccc1,-11.6,93.0,16.6,0.3,14.7*,-2.3,-3.3,1.1,0.7,13.9
Cc1cc(C)nc(NC(=O)CSc2nc3ccccc3o2)n1,0.3,91.0,-1.4,-0.1,1.0,0.1,-5.4,-2.9,-1.7,1.6
Cc1cccc(NS(=O)(=O)c2ccc(C(=O)N3CCN(c4ccccc4O)CC3)cc2)c1C,27.8,92.0,-4.6,0.0,16.4*,-0.8,5.7,-0.1,-2.1,-2.8
CN(Cc1ccc(Cl)cc1)C(=O)CCl,-0.1,98.0,-6.7,0.2,-0.6,-2.3,1.2,-0.8,12.0,25.4
O=C(COc1ccc(S(=O)(=O)NC2CCCCC2)cc1)NC1CCCC1,-0.8,102.0,-1.3,1.6,-4.7,1.5,-2.8,0.6,-3.6,10.4
Nc1nc2ncc(CNc3ccc(C(=O)N[C@@H](CCC(=O)O)C(=O)O)cc3)nc2c(=O)[nH]1,-2.1,98.0,0.0,-0.1,0.7,-0.5,-0.5,2.7,3.6,12.9
CC1CCCC(C)N1C(=O)COC(=O)c1ccc(Br)o1 (stereo not drawn),-1.3,97.0,3.7,-0.2,11.6,-0.7,8.8,-0.2,2.0,2.6
CC1(c2nnc(-c3ccncc3)o2)CC(c2ccccc2)=NO1 (stereo not drawn),-2.4,105.0,-3.3,0.2,4.7,-1.5,-1.3,0.0,0.8,-3.1
CCCNC(=O)COCc1cc(-c2ccc3c(c2)OCO3)on1,-5.9,99.0,-0.8,0.1,3.6,-0.9,-4.5,0.4,-1.7,1.9
CN(C)C(CNC(=S)Nc1ccc(Cl)cc1)c1cccnc1 (stereo not drawn),-1.7,87.0,-0.9,0.1,2.1,-1.4,0.5,0.7,3.5,1.5
COCCCN1C(=O)C(CC(=O)NC(c2ccccc2)c2ccccc2)CC(C(=O)N2CCOCC2)=C1C (stereo not drawn),-2.7,97.0,11.6,3.9,6.2,0.2,0.9,5.4,1.0,1.8
O=C(NCc1ccc(S(=O)(=O)Nc2ccccc2Cl)s1)c1ccccc1,0.8,105.0,1.3,0.0,-8.4,2.4,1.1,-0.2,-0.9,22.7
CCN(CC)c1nc(C#N)cc(-c2ccc(OC)cc2)n1,-0.3,123.0,-8.9,1.2,-3.2,0.1,-16.7,-1.7,16.9,-19.1
O=C(/C(=N\Nc1ccccc1)Sc1nnnn1-c1ccccc1)c1ccccc1,1.0,102.0,-2.3,-0.1,6.9,3.1,-5.8,2.4,0.1,-3.8
CCOC(=O)C1CCN(C(=O)C2CCCN(c3ncnc4c3nc3n4CCCCC3)C2)CC1 (stereo not drawn),0.5,102.0,5.6,0.3,4.2,0.9,-3.7,-0.4,4.1,16.4
COc1cc(NC(=S)N2CCN(S(=O)(=O)c3ccc(C)cc3)CC2)cc(OC)c1,-0.1,99.0,-3.6,0.0,0.6,-4.0,-10.9,-0.6,0.6,3.5
CCSc1nnc(-c2cc3c(s2)-c2ccccc2CC3)o1,-1.9,96.0,-14.0,-0.2,5.7,-0.3,6.4,-5.3,-0.6,13.2
C/C(CC(=O)Nc1cc(C)ccn1)=N\NC(=O)C(=O)Nc1cccc(C)c1,-0.5,101.0,-1.9,0.0,-2.5,-1.7,-14.9,-0.3,0.8,-2.1
